High-throughput results deposited in PubChem by several laboratories.
OXTR ag = activates the human oxytocin receptor; P30559; CHO-OTR cells, Fluo-8 calcium fluorescence; normalized: DMSO 0%, oxytocin 100%; activation, % at 3 µM; 320,000 tested, 0.32% active;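 active = activation above the mean of all tested compounds plus 3 SD, cutoff set per screening run, cut at about 20% in these data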;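 also: peak over basal fluorescence ratio from a 100 s FLIPR kinetic read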
Target sequence (P30559 whole entry, looked up): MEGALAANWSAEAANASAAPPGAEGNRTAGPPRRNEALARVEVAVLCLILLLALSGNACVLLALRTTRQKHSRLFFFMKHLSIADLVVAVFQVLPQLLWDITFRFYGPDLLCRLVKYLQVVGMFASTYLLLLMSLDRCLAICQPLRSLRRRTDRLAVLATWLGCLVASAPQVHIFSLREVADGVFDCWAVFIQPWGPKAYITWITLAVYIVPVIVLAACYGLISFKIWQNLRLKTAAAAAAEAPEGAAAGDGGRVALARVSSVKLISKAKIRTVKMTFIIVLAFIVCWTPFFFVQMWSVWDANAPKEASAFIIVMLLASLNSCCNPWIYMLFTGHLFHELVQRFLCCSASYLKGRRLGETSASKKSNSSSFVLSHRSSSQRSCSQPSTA
PHOSPHO1 block = inhibitors of human PHOSPHO1 phosphatase. Q8TCT1. recombinant PHOSPHO1, absorbance phosphatase assay. inhibition, % at 13.3 µM. 290,000 tested, 1.1% active. AID 1565; in the data active = inhibition above about 60%
GPR7 antagonist = antagonists of human GPR7 (neuropeptides B/W receptor 1); P48145; GPR7-expressing cells, fluorescence antagonist assay; inhibition, % at 4.4 µM; 290,000 tested, 1.1% active; in the data active = inhibition above about 16%, passing the limit was not always enough;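 also: cells stimulated with the agonist NPW; 0% = agonist with vehicle and 100% = vehicle without agonist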
Target sequence (P48145 whole entry, looked up): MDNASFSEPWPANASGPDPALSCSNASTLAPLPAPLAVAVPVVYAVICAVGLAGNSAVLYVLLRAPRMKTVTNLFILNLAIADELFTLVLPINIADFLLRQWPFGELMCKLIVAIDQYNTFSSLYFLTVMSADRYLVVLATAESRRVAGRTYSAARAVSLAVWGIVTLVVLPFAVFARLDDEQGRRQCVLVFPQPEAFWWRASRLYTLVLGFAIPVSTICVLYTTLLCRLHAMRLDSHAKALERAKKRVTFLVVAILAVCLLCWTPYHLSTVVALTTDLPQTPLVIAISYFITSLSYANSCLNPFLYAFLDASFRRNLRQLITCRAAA
V1aR counter = counter-screen for oxytocin receptor agonists: human V1a receptor agonists; CHO-V1R cells, Fluo-8 calcium fluorescence, agonist mode; 0% DMSO, 100% 3 nM vasopressin; AID 2797; 320,000 tested, 0.25% active; activation, % at 3 µM;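 active = activation above the mean activation of all tested compounds plus 3 SD, per screening run, cut at about 20% in these data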;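 also: signal is peak over basal fluorescence ratio across a 100 second FLIPR read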
DNA FID counter = counter-screen for HCV NS3 helicase inhibitors: DNA intercalator displacement; DNA fluorescent intercalator displacement, fluorescence; inhibition, % at 7.9 µM; 290,000 tested, 0.17% active; in the data active = inhibition above about 37%;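 also: 0% = vehicle and 100% = reference compound; higher means more ethidium bromide displaced from hairpin DNA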
VIM-2 inhibitor = blocks Pseudomonas aeruginosa VIM-2 metallo-beta-lactamase | purified VIM-2, nitrocefin hydrolysis, epi-absorbance fluorescence | inhibition, % at 5.6 µM | 290,000 tested, 0.89% active | AID 1527;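 active = inhibition above the mean of all tested compounds plus 3 SD, cutoff set per screening run, cut at about 7.5% in these data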;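 also: red hydrolysis product quenches plate fluorescence so inhibitors raise well fluorescence; 0% = enzyme with DMSO and 100% = DMSO without enzyme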
NS3 helicase inh = HCV NS3 helicase inhibition; NS3 helicase DNA unwinding, Cy5 molecular beacon fluorescence; inhibition, % at 10.9 µM; 290,000 tested, 0.56% active;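 active = inhibition above the mean of all tested compounds plus 3 SD, set per campaign, cut at about 35% in these data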;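 also: 0% = DMSO wells and 100% = thioflavine S control wells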
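Material: hepatitis C virus NS3 helicase domain fragment enzyme; measured by: Cy5 fluorescence, 0 and 60 min reads; control set: DMSO and thioflavine S; incubation: 60 min unwinding reaction at 25 °C after ATP addition; read-out basis: % inhibition from 60/0 min fluorescence ratio, DMSO 0%, thioflavine S 100%; repeats: singlicate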
IMP-1 inh = inhibitors of Pseudomonas aeruginosa IMP-1 metallo-beta-lactamase | purified IMP-1, nitrocefin hydrolysis, epi-absorbance fluorescence | inhibition, % at 5.6 µM | 290,000 tested, 0.45% active | AID 1556;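 active = inhibition above the mean plus 3 SD of all compounds in the same screening run, cut at about 4.5% in these data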;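 also: 0% = IMP-1 with DMSO and 100% = DMSO wells lacking enzyme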
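System: purified IMP-1 / Input: IMP-1 dispensed at 0.2 nM / Medium: 50 mM HEPES pH 7.1, 50 µM ZnSO4, 0.05% Brij 35 / Timing: 15 min enzyme–compound preincubation, then 25 min nitrocefin reaction, 25 °C / Technique: plate fluorescence quenching by hydrolysis product, ex 480/em 530 nm / Repeats: singlicate testing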
GalR3 antag = blocks the human galanin receptor 3; O60755; HEK293 GalR3-CNG cAMP membrane potential fluorescence; galR3 body fused to GalR1 C-terminus; inhibition, % at 3 µM; 360,000 tested, 0.44% active;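 active = inhibition above the screen-wide average plus 3 SD, cut at about 13% in these data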;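 also: forskolin and galanin both at EC90 stimulate the cells; cAMP rise reported by CNG channel membrane potential dye signal; 0% = forskolin plus galanin with DMSO and 100% = forskolin alone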
Target sequence (O60755 1-299 limits assumed): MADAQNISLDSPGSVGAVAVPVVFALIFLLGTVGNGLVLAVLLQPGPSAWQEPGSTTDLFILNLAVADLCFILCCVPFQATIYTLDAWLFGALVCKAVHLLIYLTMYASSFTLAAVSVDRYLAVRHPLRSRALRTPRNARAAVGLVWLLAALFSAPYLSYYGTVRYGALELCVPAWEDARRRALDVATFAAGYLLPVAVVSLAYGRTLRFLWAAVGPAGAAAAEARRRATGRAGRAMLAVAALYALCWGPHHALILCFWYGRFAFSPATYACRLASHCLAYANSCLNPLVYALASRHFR
Starred values were filed as active, the others as inactive; x = not tested or not shown.

(1) O=C(NN=C1CCCC1)c1ccc([N+](=O)[O-])cc1
(2) Nc1cc([N+](=O)[O-])ccc1O
(3) CC(NC(=O)CN1CCc2ccccc21)c1ccccc1 (stereo not given)
(4) O=S(=O)(Nc1ccc(Cl)cc1)c1cccc2cccnc12
(5) O=C(Nc1cccc(F)c1)Nc1ccc(Cl)cn1
(6) CCC(C)N1C(=O)c2ccccc2C1C(=O)NC1CCCCCC1 (stereo not given)
(7) Cc1cnc(C(=O)Nc2ccccc2-c2nnn(CC(=O)NC3CCCC3)n2)cn1
(8) C=CCOc1ccc(C(=O)Nc2ccc3c(c2)n(C)c(=O)n3C)cc1
screen / no.	1	2	3	4	5	6	7	8
OXTR ag	-0.5	4.7	-2.3	1.0	-0.9	-0.2	-0.6	x
PHOSPHO1 block	-19	-3	-1	19	x	27	-16	24
GPR7 antagonist	-16	10	-4	-16	-14	14	-6	-6
V1aR counter	-0.1	1.2	0.9	1.5	0.6	-0.8	2.0	x
DNA FID counter	-9	-7	-10	-17	-3	-8	-3	-28
VIM-2 inhibitor	-2.1	-0.3	-0.9	-2.1	-1.5	-1.8	-2.7	-1.2
NS3 helicase inh	-11	44*	17	-8	4	7	10	-7
IMP-1 inh	-2.4	-3.4	-2.1	-4.6	0.1	-2.2	-1.6	-2.5
GalR3 antag	-5	-3	-12	-11	-13	-4	1	-2

(9) O=C(CSc1nn(-c2ccc(F)cc2)c(=S)s1)NCC1CCCO1 (stereo not given)
(10) COc1c(Br)cc2c(C)c(C(=O)N3CCOCC3)oc2c1Br
(11) O=C(CN1CCCN(Cc2ccc(F)cc2Cl)C1=O)NC1CCCCCCC1
(12) CCCOc1cccc(C2/C(=C(/O)c3ccccc3)C(=O)C(=O)N2CCN(C)C)c1 (stereo not given)
(13) c1ccc(CNc2cncnc2)cc1
(14) O=C(COc1ccc(Cl)cc1)NCc1nnc(SCC(=O)Nc2ccccc2F)o1
(15) O=C(Nc1ccc(Cl)cc1)[C@@H]1[C@@H]2C(=O)N(c3ccc4ccccc4c3)C(=O)[C@@H]2[C@H]2C=CC=NN21
(16) C=CCSc1nnc(-c2c[nH]c3ccccc23)n1CCOC
screen / no.	9	10	11	12	13	14	15	16
OXTR ag	-0.5	-2.8	0.6	x	0.2	-0.6	-2.2	0.3
PHOSPHO1 block	4	20	23	6	19	7	76*	45
GPR7 antagonist	3	-1	3	1	-9	-12	-7	-8
V1aR counter	-0.5	-1.2	2.8	x	0.5	-0.6	0.2	-1.3
DNA FID counter	-11	-7	-34	-8	1	-13	-11	-7
VIM-2 inhibitor	-2.0	0.4	-2.2	-2.3	-1.2	-1.0	-3.1	-1.9
NS3 helicase inh	-6	3	1	-5	3	-9	9	6
IMP-1 inh	-1.0	-2.8	-1.8	-2.9	-1.8	0.4	-2.5	-2.2
GalR3 antag	-7	2	-7	-5	-4	-1	-5	-7

(17) CC1CC(=O)Nc2ccccc2N1S(=O)(=O)c1cccc(Cl)c1 (stereo not given)
(18) CC1C(c2ccccc2)N(C)C(c2ccccc2)C(C)C1(O)C#Cc1ccccc1 (stereo not given)
(19) COc1ccccc1COC(=O)Nc1c(C)nn(C)c1Cl
(20) COCCNC(=S)Nc1ccc2nsnc2c1
(21) COc1ccc(NC(=O)c2cncc(Br)c2)cc1S(=O)(=O)N1CCCCC1
(22) CCC(=O)Nc1ccc2c(c1)ncn2CCc1ccccc1
(23) CCN(CC)c1ccc(N=CN2CCOCC2)cc1
(24) Cc1cc(C)cc(-n2ncc3c2CCCC3NC(=O)c2cc(C)n(C)n2)c1 (stereo not given)
screen / no.	17	18	19	20	21	22	23	24
OXTR ag	-1.3	-1.2	2.2	1.2	3.2	0.9	0.1	4.5
PHOSPHO1 block	-8	12	34	-6	11	16	10	0
GPR7 antagonist	-4	-13	-11	-9	-15	7	-10	-11
V1aR counter	0.4	0.9	2.3	0.6	5.3	1.4	-0.5	9.3
DNA FID counter	-1	-6	-4	-2	-22	-10	-6	-52
VIM-2 inhibitor	-1.7	-2.7	-1.8	-2.8	2.4	-0.7	-2.0	-0.9
NS3 helicase inh	8	-1	0	3	-2	8	3	-5
IMP-1 inh	-2.6	-1.8	-2.5	-3.5	-4.3	-1.2	-8.9	-3.3
GalR3 antag	-5	-1	-6	-2	-2	-7	-6	-1

(25) CN(C)c1ccc(CNCCC(Cc2ccccc2)c2ccco2)cc1 (stereo not given)
(26) O=C(O)c1cc(-c2ccncc2)nc2ccc(S(=O)(=O)N3CCOCC3)cc12
(27) Cc1ccc(NC(=O)c2sccc2-n2cccc2)c(C)c1
(28) CCC(=O)N1N=C(c2cccc(NS(C)(=O)=O)c2)CC1c1cccs1 (stereo not given)
(29) N#CC(C#N)=CNc1cccnc1
(30) Brc1ccc(-c2nnc(Cc3ccccc3)o2)cc1
(31) Cn1c(SCc2cccc(F)c2)nnc1-c1ccccn1
(32) C=CCc1cccc(CNc2nc3ccccc3n2CCN2CCOCC2)c1O
screen / no.	25	26	27	28	29	30	31	32
OXTR ag	11	-0.2	-2.0	-1.2	1.1	-2.6	0.6	6.2
PHOSPHO1 block	30	13	-38	6	12	24	6	-5
GPR7 antagonist	11	-4	-12	-2	-11	2	0	3
V1aR counter	8.7	-0.3	-1.7	0.2	0.3	-0.9	-0.2	3.0
DNA FID counter	22	-13	-13	-13	-2	-16	-10	4
VIM-2 inhibitor	-1.9	-0.9	-1.8	-2.2	-1.6	-4.6	-2.4	-5.1
NS3 helicase inh	-55	7	-9	-10	-17	-1	-7	-6
IMP-1 inh	-4.2	-1.8	1.7	-1.9	-2.4	-3.9	-1.7	2.2
GalR3 antag	-6	-5	-2	1	-5	-4	-3	0

(33) COc1cccc(Cn2nc(C(=O)O)c3ccccc3c2=O)c1
(34) Cc1ccc([N+](=O)[O-])cc1N/C=C1\CCc2ccccc2C1=O
(35) Cc1c(C(=O)N2CCCC2)sc(NC(=O)c2ccccc2)c1C#N
(36) O=C(Cn1cc(C(=O)c2ccco2)c2ccccc21)NC1CC1
(37) COc1ccc2c(CC(=O)N(C)CC3COc4ccccc4O3)coc2c1 (stereo not given)
(38) CC(=O)Nc1ccn(Cc2c(F)cccc2Cl)n1
(39) COc1ccc2oc(=O)c(N3C(=O)c4ccccc4C3=O)cc2c1
(40) Cc1c(C(=O)NC2CCOC2)oc2c(F)cccc12 (stereo not given)
screen / no.	33	34	35	36	37	38	39	40
OXTR ag	-0.6	-0.8	0.6	-0.5	0.8	-0.6	0.2	-0.1
PHOSPHO1 block	12	28	32	32	-44	-10	43	43
GPR7 antagonist	-12	3	4	-6	23	-5	-8	-12
V1aR counter	-0.1	0.3	-0.1	4.0	0.5	0.6	1.4	0.1
DNA FID counter	-16	4	-25	-5	-24	-6	-4	-15
VIM-2 inhibitor	0.9	0.1	0.4	-3.5	-0.2	-1.2	-2.1	-0.3
NS3 helicase inh	-5	6	5	8	-2	1	8	11
IMP-1 inh	-4.1	-0.4	-2.9	-1.4	2.0	-4.0	-0.8	-2.3
GalR3 antag	19*	-2	0	-5	-6	-5	-4	-3

Arranged by SMILES length (smallest number first): part of the list above
(33) COc1cccc(Cn2nc(C(=O)O)c3ccccc3c2=O)c1
(35) Cc1c(C(=O)N2CCCC2)sc(NC(=O)c2ccccc2)c1C#N
(37) COc1ccc2c(CC(=O)N(C)CC3COc4ccccc4O3)coc2c1 (stereo not given)
screen / no.	33	35	37
OXTR ag	-0.6	0.6	0.8
PHOSPHO1 block	12	32	-44
GPR7 antagonist	-12	4	23
V1aR counter	-0.1	-0.1	0.5
DNA FID counter	-16	-25	-24
VIM-2 inhibitor	0.9	0.4	-0.2
NS3 helicase inh	-5	5	-2
IMP-1 inh	-4.1	-2.9	2.0
GalR3 antag	19*	0	-6

Following part
(41) COCCNC(=O)C(C(=O)c1ccc(F)cc1)n1cc(C)ccc1=O (stereo not given)
(42) CCn1c(SCc2cccc(F)c2)nc2c(c1=O)SCC2
(43) CCOc1ccc(-n2c(SCC(=O)Nc3ccc(C(=O)O)cc3)nc3ccccc3c2=O)cc1
(44) CCOc1ccc(NC(=O)CC2NCCNC2=O)cc1 (stereo not given)
(45) Cc1cc(/C=N/NC(=O)Cn2c3ccccc3c(=O)c3ccccc32)c(C)n1-c1ccccc1
(46) CCSC1=NCCN1C(=O)c1ccc(S(=O)(=O)N(CC)CC)cc1
(47) O=C(CSc1ccccc1)N1CCc2ccccc21
(48) CCCC(=O)Oc1ccc(C2NC(=O)c3ccccc3O2)cc1OC (stereo not given)
screen / no.	41	42	43	44	45	46	47	48
OXTR ag	2.7	-2.3	-0.8	1.0	-0.4	-0.8	-2.8	-1.8
PHOSPHO1 block	24	-11	x	29	8	-24	6	39
GPR7 antagonist	3	-4	4	-19	12	-14	5	-8
V1aR counter	-0.5	3.8	0.0	0.4	-0.3	0.3	-1.3	-0.7
DNA FID counter	-6	-19	-28	4	-6	-8	-10	-24
VIM-2 inhibitor	0.5	-0.7	-0.9	-0.6	1.8	-3.3	-3.7	-2.0
NS3 helicase inh	-2	-10	3	1	20	4	-2	-2
IMP-1 inh	0.5	-2.2	1.7	-3.9	-2.6	-3.6	-3.8	-3.3
GalR3 antag	-7	-1	-8	-4	-5	-6	1	-3

(49) CCOC(=O)N1CCN(C(=O)CCCCCn2c(=S)[nH]c3ccsc3c2=O)CC1
(50) C=CCc1c(C)nc(C)nc1N/N=C/c1ccccc1
(51) Cc1ccccc1Cn1ccc(NC(=O)c2cnn3c2NC(c2ccccc2)CC3C(F)(F)F)n1 (stereo not given)
(52) O=C1c2ccccc2NC2(CCCC2)N1NS(=O)(=O)c1ccccc1
(53) O=C(CSc1nnc(COc2ccccc2Cl)o1)NC(=O)NCc1ccco1
screen / no.	49	50	51	52	53
OXTR ag	-1.8	-3.1	3.9	-2.4	0.6
PHOSPHO1 block	-16	22	-20	-26	42
GPR7 antagonist	-10	-7	9	-11	-10
V1aR counter	7.4	-1.5	1.2	-0.9	-0.8
DNA FID counter	-32	-2	-4	-6	-23
VIM-2 inhibitor	-3.3	-4.3	-5.5	-3.2	-3.2
NS3 helicase inh	-2	1	0	2	6
IMP-1 inh	-4.0	-1.8	-2.7	-4.0	-2.7
GalR3 antag	8	-4	-7	-5	-6
